# Source: PubChem BioAssay
# RGS4 inh = blocks human RGS4-accelerated GTP hydrolysis; P49798; Transcreener GDP fluorescence polarization, RGS4-accelerated GTP hydrolysis; Potency, µM (highest dose often 114 µM), for inactives: top-dose activity change, negative = inhibition, usual class: inhibitors; 0.039% of 390,000 active; further: on the % scale 0 is the no-effect control and ±100 the full control effect; nearly all actives have a fitted effect of over 75% in size; some results filed as inactive show a strong effect at the top dose
#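 MLSMR compounds (23 nl, pin-transferred) preincubated 10 min at room temperature with a 500nM (2x) first reagent, then RGS4 at 900nM (2x) plus Transcreener GDP mix added; fluorescence polarization (620/688 nm) read before and after 90 min at 30 °C.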
# JMJD2A Tudor = blocks the human JMJD2A Tudor domain; O75164; AlphaScreen JMJD2A-Tudor / H3K4me3 peptide binding; Potency, µM (titrated, usually from 114 µM), for inactives: top-dose activity change, negative = inhibition, most hits filed as inhibitors; 4.4% of 390,000 active; AID 504339; further: on the % scale 0 is the no-effect control and ±100 the full control effect; nearly all actives have a fitted effect of over 50% in size
# Pin1 inhibitor = inhibitors of human Pin1. Q13526. Pin1 FP peptide displacement, HiFluor488, 10 min. Potency, µM (doses to about 115 µM), for inactives: at the highest dose activity, negative = inhibition, most hits filed as inhibitors. AID 504891. 0.009% of 390,000 active; active means well fitted inhibition curve with a large enough effect in the polarisation, with a control signal flat, not every such curve was filed as active; inconclusive means small, poorly fitted or top-dose-only effect, or effect the other way, or a change in a side signal; inactive means no such curve, though single readings can be large or run the other way; the % refers to the polarisation; further: on the % scale 0 is the no-effect control and ±100 the full control effect
# Target sequence (Q13526 whole entry, looked up): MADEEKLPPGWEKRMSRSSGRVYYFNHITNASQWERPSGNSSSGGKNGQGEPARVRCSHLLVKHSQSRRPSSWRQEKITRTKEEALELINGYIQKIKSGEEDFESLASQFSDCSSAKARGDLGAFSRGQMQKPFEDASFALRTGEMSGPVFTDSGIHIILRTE
# TrxR1 inh = inhibitors of rat thioredoxin reductase 1; 1% of 390,000 active; AID 588453; O89049; Potency, µM (series often up to 114 µM), for inactives: at the highest dose activity change, negative = inhibition, usual class: inhibitors; recombinant rTrxR1, NADPH fluorescence consumption, selenite substrate; further: on the % scale 0 is the no-effect control and ±100 the full control effect; nearly all actives have a fitted effect of over 65% in size
#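 Rat TrxR1 (90 nM in the dispensed reagent) was pre-reduced with 400 uM NADPH for 5 min at room temperature, then incubated with compound for 15 min. After 400 uM selenite was added, NADPH fluorescence (Ex 340/Em 450 nm) was followed for 8 min.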
# GLS inhibitor = inhibitors of human glutaminase (GLS); GLS enzymatic activity, qHTS titration; Potency, µM (doses to about 45.5 µM), without a hit: at the top dose activity change, negative = inhibition, most hits filed as inhibitors; 0.21% of 410,000 active; further: on the % scale 0 is the no-effect control and ±100 the full control effect
#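 Enzyme dispensed in phosphate buffer (45 mM, pH 8.2, 0.02% Tween-20), compounds pinned in, then 1 mM L-glutamine solution and the glutamate oxidase–HRP–Amplex Red mix added; fluorescence read immediately and again after 30 min at room temperature.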
# ERG-DNA inh = ERG Ets/DNA interaction inhibition | 0.028% of 370,000 active | Potency, µM (series often up to 76.9 µM), inactives show at the highest dose FP activity, negative = inhibition, hits mostly inhibitors | fluorescence polarization, His-ERG Ets domain / labelled DNA; active means well fitted inhibition curve with a large enough effect in the polarisation, with a control signal flat; inconclusive means small, poorly fitted or top-dose-only effect, or effect the other way, or a change in a side signal; inactive means no such curve, though single readings can be large or run the other way; the % refers to the polarisation;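 further: polarization taken with two DNA probes labelled with fluorescein and Texas red; % of control where 0% means no effect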
#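 His-tagged ERG Ets domain (1 uM in the protein solution; 300mM KCl, 50mM Tris-HCl, 1mM EDTA, 1mM DTT, pH 7.5) received compound, then a probe mix of 5 nM fluorescein-DNA and 100nM Texas-615-DNA. Fluorescence polarization was read for both dyes.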
# Tb PGK inh = T. brucei PGK inhibition; P07378; PGK/GAPDH coupled, Kinase-Glo luminescence, 60 min; Potency, µM (top dose mostly 57.5 µM), without a hit: at the highest dose activity change, negative = inhibition, usual class: inhibitors; 0.043% of 380,000 active; further: on the % scale 0 is the no-effect control and ±100 the full control effect; nearly all actives have a fitted effect of over 60% in size
#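 Luminescent ATP detection (Kinase-Glo Plus) follows a 60-minute room-temperature incubation, with wells lacking PGK as controls. Buffer: 100 mM TEA (pH 7.6), 5 mM MgCl2, 0.01% Tween-20. Coupling enzyme GAPDH (100 nM final) supplies unstable 1,3-BPG in-well.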
# 12-LOX inh = inhibitors of human 12S-lipoxygenase ALOX12; P18054; purified 12hLO, xylenol orange hydroperoxide absorbance; Potency, µM (highest dose often 108 µM), for inactives: at the highest dose activity change, negative = inhibition, actives largely listed as inhibitors; 1.1% of 580,000 active; further: on the % scale 0 is the no-effect control and ±100 the full control effect
# Target sequence (P18054 whole entry, looked up): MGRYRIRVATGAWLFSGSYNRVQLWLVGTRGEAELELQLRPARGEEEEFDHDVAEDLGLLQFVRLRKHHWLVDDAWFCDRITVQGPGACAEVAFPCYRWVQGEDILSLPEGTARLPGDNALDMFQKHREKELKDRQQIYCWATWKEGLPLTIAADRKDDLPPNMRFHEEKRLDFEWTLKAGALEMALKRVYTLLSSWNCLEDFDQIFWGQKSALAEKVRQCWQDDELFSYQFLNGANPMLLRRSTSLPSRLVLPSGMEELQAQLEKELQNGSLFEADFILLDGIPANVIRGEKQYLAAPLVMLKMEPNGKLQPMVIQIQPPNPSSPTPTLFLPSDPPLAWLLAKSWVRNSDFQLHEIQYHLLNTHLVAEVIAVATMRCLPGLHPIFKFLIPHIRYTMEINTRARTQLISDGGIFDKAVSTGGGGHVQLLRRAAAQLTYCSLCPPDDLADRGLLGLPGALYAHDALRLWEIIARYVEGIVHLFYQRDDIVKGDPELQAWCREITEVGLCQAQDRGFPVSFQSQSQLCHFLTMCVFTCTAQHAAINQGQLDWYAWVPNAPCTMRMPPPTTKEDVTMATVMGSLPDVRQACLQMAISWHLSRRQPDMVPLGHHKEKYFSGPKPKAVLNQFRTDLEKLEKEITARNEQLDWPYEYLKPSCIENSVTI
#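 Purified human 12hLO (150 nM final) in 25 mM Hepes, 0.01% Triton X-100, pH 7.0 was preincubated 15 min at room temperature with compound. Then 40 uM arachidonic acid was added, 30 min. Hydroperoxide was read by Fe-XO absorbance ratio 573/405 nm.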
# HP1b binding inh = HP1-beta chromodomain-methylated histone interaction inhibition; AID 540317; Potency, µM (highest dose often 114 µM), inactives show top-dose activity change, negative = inhibition, usual class: inhibitors; 0.56% of 390,000 active; P83916; AlphaScreen HP1-beta / biotin-H3K9me3 peptide binding; further: nearly all actives have a fitted effect of over 70% in size; inactives centre near 23
# Target sequence (P83916 whole entry, looked up): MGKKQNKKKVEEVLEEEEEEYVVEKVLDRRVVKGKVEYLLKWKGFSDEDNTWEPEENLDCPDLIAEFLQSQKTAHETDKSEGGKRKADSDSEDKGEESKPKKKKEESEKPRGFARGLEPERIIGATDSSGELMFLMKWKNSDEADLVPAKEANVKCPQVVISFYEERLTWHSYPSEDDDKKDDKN
#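 Compound inhibition of the preformed complex between 50 nM HP1-beta and 50 nM biotinylated H3K9me3 peptide was read by AlphaScreen. Buffer was PBS pH 7.4 with 0.01% Tween-20. Incubations ran 30 min at room temperature, with 10 ug/mL donor/acceptor beads.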
# * = called active by the depositor; i = inactive; ? = inconclusive; · = no result given; & = joins results of further samples; [ ] = dose if it differs, or a comment. Unless noted, the call rests on the fitted dose curve; in most records, active means well fitted curve in the direction sought with a large enough effect; inconclusive means small, poorly fitted or top-dose-only effect, or another doubt; inactive means no such curve, though single readings can be large; an effect the other way counts as inactive or inconclusive. Potency means the concentration at half of the fitted maximal effect. An excerpt (hit frequency here may not be typical).
ERG-DNA inh,Tb PGK inh,Pin1 inhibitor,HP1b binding inh,TrxR1 inh,12-LOX inh,JMJD2A Tudor,GLS inhibitor,RGS4 inh,SMILES
0%,8%,-1%,28%,0%,-16%,6%,10%,33%,CC1CN(C(=O)Cn2c(C(F)(F)F)nc3ccccc32)CC(C)O1 (configuration not stated)
2%,i,-8%,18%,-5%,4%,-7%,-2%,-8%,COc1ccc(C(C(=O)NC2CCCCC2)N(C(=O)c2snc(C(N)=O)c2N)c2ccccc2OC)cc1 (configuration not stated)
-1%,-7%,-1%,-5%,11%[57.1 µM],0%,-6%,5%,2%,CC(Cc1ccccc1)NC(=S)CN1CCCC1=S (configuration not stated)
·,·,0%,2%,9%,·,-23%,·,30%,O=[N+]([O-])c1ccccc1S(=O)(=O)N1CCN(c2nc(-c3ccccc3)nc3ccccc23)CC1
21%,-8%,8%,19%,-3%,1%,-7%,-20%,-4%,O=C(CSc1nnc(C2CC2)n1C1CC1)c1cc(F)ccc1F
41%[activator],-16%,-29%,71µM*,-1%,?,?,10%,?,CC(/C=C1\SC(=S)N(CCC(=O)Nc2cccc(C(=O)O)c2)C1=O)=C\c1ccccc1
-12%,0%,3%,13%,6%,-10%,-2%,0%,-9%,O=C(OCC(=O)N1CCN(S(=O)(=O)c2ccc(Cl)cc2)CC1)C1CCC1
-1%,i,0%,0%,14%,-2%,-15%,5%,10%,CC(=O)Nc1cc[n+](C(C)C(=O)c2ccc(Br)cc2)cc1 (configuration not stated)
-1%,-2%,-2%,47%[activator],-1%,7%,16%,3%,-2%,CCOC(=O)CSc1ncc(-c2ccccc2)cn1
-6%,-10%,9%,-4%,17%,0%,?,2%,?,O=C(Nn1cnnc1)c1ccc(Br)s1
3%,-10%,-3%,55%[activator],21%[57.1 µM],4%,3%[11.4 µM],11%,-28%,COc1cccc(C2CC(c3cccs3)=NN2S(C)(=O)=O)c1 (configuration not stated)
6%,2%,1%,30%,7%,2%,-11%,6%,1%,C[C@@H]1C=CC(=O)O[C@@H]1c1ccc(Cl)cc1
4%,-2%,-3%,30%,-19%,-2%,-13%,5%,0%,O=C(CCc1nc(-c2ccccc2Cl)no1)NCC1CCCO1 (configuration not stated)
-1%,-8%,-15%,23%,-5%[2.29 µM],0%,-7%,-2%,11%,CCOC(=O)COc1ccc2c(c1)C(=O)CC(C)(C)O2
4%,-9%,2%,96%[activator],-14%,-24%,21%,-14%,2%,CCn1cc(Br)c(C(=O)Nc2ccc(F)c(Cl)c2)n1
-2%,6%,11%,17%,5%,i,-15%,8%,19%,O=C(CSc1nnc(COc2ccc(Cl)cc2)o1)N1c2ccccc2CCc2ccccc21
7%&4%,0%&-1%,9%&13%,42%&37%[activator],-9%,?,-1%&-7%,-5%&1%,-12%&-40%,NS(=O)(=O)c1ccc(NC(=O)c2cc(-c3cccs3)nc3ccccc23)cc1
0%,-6%,-1%,-29%,-10%,0%,?,9%,16%,Cc1ccc(NC(C)c2cc(Cl)ccc2O)cc1 (configuration not stated)
5%,0%,-8%,37%,21%,-5%,-10%,2%,-11%,O=C(O)c1ccc(N2C(=O)CSC2c2cccc([N+](=O)[O-])c2)cc1 (configuration not stated)
8%,-7%,-3%,12%,38%[activator],-14%,-27%,-14%,9%[56.9 µM],N=c1sccn1CC(=O)Nc1cccc(S(=O)(=O)N2CCCCCC2)c1

# The list continues.
ERG-DNA inh,Tb PGK inh,Pin1 inhibitor,HP1b binding inh,TrxR1 inh,12-LOX inh,JMJD2A Tudor,GLS inhibitor,RGS4 inh,SMILES
6%,-1%,1%,7%,12%,0%,1%,1%,24%,O=C(Nc1ccccc1)N1CCOCC1
-1%&7%,3%&-7%,0%&1%,34%,?,9%&-22%,-19%&-7%,1%&-5%,-26%&-15%,COc1ccc(NC(=O)CN2CCN(CC(=O)Nc3ccccc3F)CC2)cc1OC
19%,-3%,?,10%,10%[57.1 µM],5%,-25%,50%[activator],-15%,COc1ccc2nc(N3C(=O)/C(=C/c4ccc(Cl)cc4)NC3=S)sc2c1
-8%,i,1%,8%,7%,-14%,-26%,4%,0%,CN(Cc1nc2ccccc2c(=O)[nH]1)C(=O)c1cccc(NC(=O)c2cccs2)c1
1%,0%,6%,10%,20%,-10%,-10%,2%,31%,Cc1ccc(-c2nc3cc(NC(=O)c4cc5ccccc5o4)ccc3o2)cc1
4%,-9%,38%[activator],70%[activator],13%[57.1 µM],?,6%,-7%,1%,COc1ccc(N2CC(c3nc(-c4ccccc4C)no3)CC2=O)cc1Cl (configuration not stated)
-7%,-3%,0%,10%,0%,0%,-24%,-7%,23%,O=C(c1cccc2c1-c1ccccc1/C2=N/O)N1CCCCC1
2%,i,1%,16%,14%,0%,-10%,-16%,-31%,Cn1nc(C(=O)OCC(=O)Nc2ccc(SC(F)F)cc2)c2ccccc2c1=O
-2%,-10%,-1%,24%,17%,16%,-12%,-4%,-26%,O=S(=O)(Nc1cccc(-n2cnnn2)c1)c1cccc(Cl)c1
3%,-2%,4%,16%,16%,0%,-18%,2%,18%,COc1ccc(N(CC(=O)NCCSCc2ccccc2Cl)S(C)(=O)=O)cc1Cl
8%,1%,-1%,26%,-15%,31%[activator],-13%,4%,-10%,COc1ccc(OC)c(C(=O)N/N=C/c2ccccn2)c1
-7%,3%,-2%,25%,-1%,144%[activator],-12%,5%,8%,CCOC(=O)c1cn2nc(Oc3cccc(F)c3)ccc2n1
1%,-13%,-14%,30%,-11%,?,-2%,-13%,-36%,O=C1CC(c2ccc(Cl)cc2)Sc2nc(-c3ccc(F)cc3)nn21 (configuration not stated)
12%,5%,5%,19%,13%,-4%,-6%,1%,5%,COc1cccc(S(=O)(=O)NCc2ccc(C(=O)N3CCN(C)CC3)cc2)c1
-5%,-4%,-12%,44%[activator],7%[57.1 µM],7%,7%,-16%,-13%,O=C1CSC(c2cccnc2)N1c1ccc(Cl)cc1 (configuration not stated)
-6%,0%,5%,19%,2%,-1%,3%,24%,-4%,CC(=O)Nc1cccc(C(=O)NCCc2ccco2)c1
-3%,10%,-5%,13%,2%,-14%,9%[57.1 µM],21%,5%,COc1ccccc1C/C(N)=N/O
-3%,3%,-3%,22%,14%[57.1 µM],-19%,-8%,-3%,-18%,Cc1cc(-n2c(C)nc3ccccc3c2=O)ccc1NC(=O)c1ccccc1[N+](=O)[O-]
4%,-6%,20%,7%,1%,16%,-17%,3%,19%,COc1ccccc1-c1nnc(SCc2nc3ccccc3s2)n1C
2%,i,2%,49%[activator],-10%[57.1 µM],-23%,-20%,53%[activator],-39%,CC(C)(C)c1ccc(-c2n[nH]c(=S)n2-c2ccccc2)cc1

# Just RGS4 inh, for 2 of the compounds above:
SMILES	RGS4 inh
COc1ccccc1C/C(N)=N/O	5%
Cc1cc(-n2c(C)nc3ccccc3c2=O)ccc1NC(=O)c1ccccc1[N+](=O)[O-]	-18%

# Taken from above:
# COc1ccc2nc(N3C(=O)/C(=C/c4ccc(Cl)cc4)NC3=S)sc2c1 in TrxR1 inh: 10%[57.1 µM]
# COc1ccccc1-c1nnc(SCc2nc3ccccc3s2)n1C in 12-LOX inh: 16%

# Later entries
ERG-DNA inh,Tb PGK inh,Pin1 inhibitor,HP1b binding inh,TrxR1 inh,12-LOX inh,JMJD2A Tudor,GLS inhibitor,RGS4 inh,SMILES
0%,-1%,2%,34%,-5%[57.1 µM],27%,-5%,1%,7%,NC(=O)C1CCN(C(=O)C2CCN(S(=O)(=O)c3ccccc3)CC2)CC1
-4%,-10%,0%,?,16%,?,5.6µM*,1%,19%,COc1ccc(CN2CCN(Cc3ccccc3F)CC2)cc1OC
2%,-2%,0%,33%,23%,442%[activator],-6%,-3%,15%,COc1ccc(S(=O)(=O)N2CCOCC2)cc1C(=O)N(C)Cc1ccccc1F
-4%,i,8%,28%,7%,0%,-21%,-10%,-18%,CC(=O)Nc1ccc(S(=O)(=O)N(C)c2ccc(OCC(=O)OCC(=O)NCc3ccco3)cc2)cc1
-29%,-5%,2%,47%[activator],23%[57.1 µM],0%,16%,-8%,11%,O=C(O/N=C/c1ccc(Cl)cc1)C1CCCCC1
2%,-2%,2%,38%,10%,0%,24%,3%,-1%,CC1CCN(C(=O)Cn2cc(SCc3cccc(F)c3)c3ccccc32)CC1
-2%,4%,-2%,39%[activator],-8%,4%,-17%,3%,11%,CCc1nnc(SCc2ccc(C(=O)OC)o2)n1N
4%,-6%,-3%,16%,23%[57.1 µM],0%,1%,-7%,19%,OC1CSc2nc3ccccc3n2C1 (configuration not stated)
-2%,-10%,-8%,16%,10%,-14%,0%,0%,8%,CCn1c(SCC(=O)NNC(=O)c2ccc(C)cc2)nnc1C(C)C
2%,-6%,0%,28%,10%[57.1 µM],0%,-13%,-1%,-8%,CCOc1cc(C(=O)N(C)Cc2cc3ccccc3[nH]c2=O)cc(OCC)c1OCC
-1%,-2%,1%,50%[activator],18%,-4%,-5%,2%,3%,CSc1ncc(CN2CCN(C3CCCC3)C(CCO)C2)cn1 (configuration not stated)
5%,-10%,0%,57%[activator],5%,-2%,10%,-5%,-24%,Cc1nn(-c2cc(Cl)ccc2Cl)c(C)c1C(=O)O
-9%,11%,3%,51%[activator],-16%,-5%,1%,-3%,-2%,Cc1ccc(C(=O)c2nocc2C(=O)c2cccs2)cc1
8%,-6%,-7%,25%,7%[11.4 µM],-1%,0%,-1%,-17%,O=C1CC2(CCN1)CCN(Cc1ccccc1)CC2
